# hgDAF12 agonist: hgDAF-12 agonism, primary luciferase screen; HEK293 GAL4-hgDAF12 UAS-luciferase reporter, agonist luminescence; normalized to butyrate control; activation, % at 6.8 µM; 370,000 compounds, 1.8% hits;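 active means activation above a cutoff set at the mean of all screened compounds plus 3 SD, cut at about 10% in these data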;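 further: 0% = DMSO wells and 100% = sodium butyrate wells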
# DAX1 inh-1: DAX1 (NR0B1) inhibition, primary screen; AID 652010; HEK293T StAR-luciferase reporter, SF-1/DAX-1 repression relief; 370,000 compounds, 1.1% hits; inhibition, % at 6.8 µM;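 active means inhibition above the mean over all tested compounds plus 3 SD, cut at about 3.6% in these data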;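 further: 0% = DAX-1 cells with DMSO and 100% = cells lacking DAX-1 with DMSO; higher inhibition means more luminescence from relief of DAX-1 repression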
# sPLA2-III inh: Inhibits HGIII-sPLA2 liposome hydrolysis, primary screen | inhibition, % at 12.2 µM | QFRET BODIPY PC-A2 liposome hydrolysis, fluorescence | 370,000 compounds, 0.56% hits;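 active means inhibition above mean plus 3 SD of compounds lying within the high and low control bounds, cut at about 19% in these data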;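 further: 0% = median of test compound wells and 100% = no enzyme DMSO wells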
# Target sequence (Q9NZ20 whole entry, looked up): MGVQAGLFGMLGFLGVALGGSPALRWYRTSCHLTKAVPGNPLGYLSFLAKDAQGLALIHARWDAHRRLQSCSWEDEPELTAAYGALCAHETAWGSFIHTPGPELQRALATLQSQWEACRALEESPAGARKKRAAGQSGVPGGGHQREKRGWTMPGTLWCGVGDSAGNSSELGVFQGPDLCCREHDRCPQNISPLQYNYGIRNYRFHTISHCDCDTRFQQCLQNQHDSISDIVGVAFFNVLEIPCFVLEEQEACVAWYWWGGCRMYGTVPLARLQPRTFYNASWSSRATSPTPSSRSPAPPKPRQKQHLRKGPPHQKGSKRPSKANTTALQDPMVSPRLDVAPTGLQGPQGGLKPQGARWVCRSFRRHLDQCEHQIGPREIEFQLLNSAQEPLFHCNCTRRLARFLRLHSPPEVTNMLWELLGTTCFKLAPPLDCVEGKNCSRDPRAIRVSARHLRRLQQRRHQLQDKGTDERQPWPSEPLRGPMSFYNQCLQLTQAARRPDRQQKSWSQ
# SMARCA2 act: increases SMARCA2 function in MMTV reporter cells | activation, % at 9.1 µM | MG213 cells, MMTV-luciferase reporter, dexamethasone, overnight | 370,000 compounds, 1% hits; in the data active means activation above about 7.8%;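 further: 0% = vehicle wells and 100% = reference activator wells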
# FXN GAA850 act: frataxin GAA850 promoter activation; AID 540364; 360,000 compounds, 0.56% hits; HEK293 lucGAA850 FXN promoter luciferase reporter, 24 h; percent of 10 µM SAHA response; activation, % at 6 µM;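 active means activation above the average of all compounds screened plus 3 SD, cutoff fixed separately per campaign, cut at about 7.5% in these data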;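 further: 0% = DMSO wells and 100% = 10 µM SAHA wells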
# NPR1 activator: GC-A (human) enzyme activation; P16066; HEK293 GC-A cells, cGMP TR-FRET, EC30 ANP; 0% at EC30 ANP, 100% saturating ANP; activation, % at 10 µM; 370,000 compounds, 0.14% hits; AID 1671463; in the data active means activation above about 40%
# ssDAF-12 act: activators of S. stercoralis DAF-12 nuclear receptor | HEK293 ssDAF-12/GRIP1 lit1-tk-luc reporter, luminescence; % of 3 µM dafachronic acid response | activation, % at 6.8 µM | 370,000 compounds, 1% hits | AID 652126;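 active means activation above the mean over all tested compounds plus 3 SD, cut at about 0.9% in these data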;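 further: 0% = DMSO-only wells and 100% = 3 µM delta7-dafachronic acid wells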
# ADAM10 inh: inhibitors of human ADAM10 | O14672 | recombinant ADAM10, EDANS/DABCYL FRET peptide cleavage, 3 h | inhibition, % at 7 µM | 370,000 compounds, 0.62% hits;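 active means inhibition above a per-campaign cutoff equal to the mean of compounds falling between control-based bounds plus 3 SD, cut at about 20% in these data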;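 further: 0% = DMSO wells while the 100% control is not disclosed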
# hcDAF12 agonist: H. contortus DAF-12 activation, primary screen; AID 652067; HEK293 hcDAF-12 lit1-tk-luc reporter, luminescence; 0% DMSO, 100% Δ7-dafachronic acid; activation, % at 6.8 µM; 370,000 compounds, 1.4% hits;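 active means activation above the mean of all tested compounds plus 3 SD, cut at about 5.5% in these data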;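 further: 100% = response to 3 µM Δ7-dafachronic acid high control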
# DAX1 inh-2: inhibitors of human orphan nuclear receptor DAX1 (NR0B1); HEK293 Gal4-DAX1 luciferase reporter, luminescence; 340,000 compounds, 0.99% hits; P51843; inhibition, % at 6.75 µM; AID 504766;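 active means inhibition above the mean over all tested compounds plus 3 SD, cut at about 4.2% in these data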;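 further: 0% = DAX1-transfected cells with DMSO and 100% = empty-vector control cells with DMSO; inhibition shows as a rise in luminescence from relieved DAX1 repression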
# Target sequence (P51843 207-470 limits assumed): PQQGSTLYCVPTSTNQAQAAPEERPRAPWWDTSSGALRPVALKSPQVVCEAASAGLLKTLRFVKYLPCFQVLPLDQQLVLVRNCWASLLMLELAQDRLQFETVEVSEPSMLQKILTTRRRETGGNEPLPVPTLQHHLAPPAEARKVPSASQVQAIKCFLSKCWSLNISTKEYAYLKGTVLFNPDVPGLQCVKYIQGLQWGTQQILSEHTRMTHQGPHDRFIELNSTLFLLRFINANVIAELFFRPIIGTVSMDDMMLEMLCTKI
# NPR2 activator: GC-B (human) receptor activation; activation, % at 10 µM; P20594; AID 1920062; HEK293-GC-B cells, CNP EC30, cGMP TR-FRET; 0% at EC30 CNP, 100% saturating CNP; 370,000 compounds, 0.11% hits;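 active means activation at 10 µM reaching about 35% in either raw or pattern-adjusted values, limit read from the data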
# Starred values were filed as active, the others as inactive; i = inactive; nt = not tested or not shown.
Compound,NPR2 activator,DAX1 inh-1,DAX1 inh-2,NPR1 activator,hgDAF12 agonist,hcDAF12 agonist,SMARCA2 act,sPLA2-III inh,ssDAF-12 act,ADAM10 inh,FXN GAA850 act
O=C(O)Cc1sc(-c2ccccc2Cl)nc1-c1ccccc1,2,-0.2,2.0,10,3.5,1.2,-5,3,-1.3,-1,1.4
Cc1[nH]c2ccccc2c1/C=N\NC(=O)c1ccco1,3,0.9,1.8,-2,4.4,0.9,0,1,-0.8,-11,4.0
O=C(O)C1CCN(C(=O)COc2ccc(Br)cc2)CC1,-2,-0.4,0.9,2,0.0,0.3,-4,2,-0.9,4,1.5
CCC(c1nnnn1Cc1ccco1)N(CCN1CCOCC1)Cc1cc2cc(C)ccc2[nH]c1=O (stereo unspecified),-2,-0.5,-0.4,-5,0.3,0.4,1,-7,-1.0,-32,-0.4
COC(=O)[C@]12C[C@H](CC(=O)NCc3cccc4ccccc34)C(=O)N(Cc3ccc(Cl)cc3Cl)C1=C[C@H](C(C)C)O[C@@H]2C1CC1,2,-1.0,nt,-6,-0.2,1.5,0,-1,-1.1,-3,nt
O=C(Nc1ccc(Cl)cn1)c1ccc(Oc2ccccc2)cc1,-11,1.5,1.0,16,13*,3.6,1,4,-0.5,0,4.9
O=C(Nc1cccc(S(=O)(=O)NC2=NCCCCC2)c1)c1cc(-c2ccc(Cl)cc2)nc2ccccc12,-5,0.1,-1.7,0,-2.5,-1.7,-4,18,-1.1,-6,2.5
Cc1ccc(NC(=O)c2cc(S(=O)(=O)N3CCCC3)cn2C)cc1C,0,-0.9,0.5,-3,-0.9,0.3,-2,-3,-1.2,-6,-2.6
CC(C)CN(CC(C)C)S(=O)(=O)N1CCC(C(=O)NCc2ccc3c(c2)OCO3)CC1,nt,0.2,-0.2,nt,-1.7,-2.4,-1,-8,-1.2,4,-1.3
COc1cccc(CN(C)CCCn2cnc(C(=O)Nc3ccc(C)c(C)c3)n2)c1,-4,1.2,0.3,4,-2.2,2.2,-4,-3,-0.8,-19,-2.0
Cc1ccc(-c2nc(C#N)c(N3CCC(C(N)=O)CC3)o2)cc1,-6,1.0,-0.7,-1,0.9,-0.9,1,-3,-1.4,i,3.3
COc1ccc(C(O)c2ncc(-c3ccccc3)[nH]2)cc1 (stereo unspecified),4,0.5,nt,3,-1.0,-0.8,-1,5,-0.9,-10,0.3

# (more compounds)
Compound,NPR2 activator,DAX1 inh-1,DAX1 inh-2,NPR1 activator,hgDAF12 agonist,hcDAF12 agonist,SMARCA2 act,sPLA2-III inh,ssDAF-12 act,ADAM10 inh,FXN GAA850 act
O=C(NCCC(=O)N(CCc1ccccc1)Cc1ccccc1)c1ccccc1Cl,-8,-0.6,-0.2,5,3.2,-2.2,4,3,-1.6,5,-4.7
COc1ccc(C(O)C(CN2CCOCC2)c2ccccc2)cc1F (stereo unspecified),-1,0.3,-0.9,-4,2.2,-0.4,-2,6,-1.6,-5,0.6
COc1ccc(CNC(=O)CCN2C(=S)NC(C)(C)CC2C)cc1 (stereo unspecified),-5,-0.2,-0.4,-1,1.3,0.2,-1,7,-1.4,2,0.2
Cc1noc(C)c1CSc1nc2ccccc2c(=O)n1-c1ccc(Cl)cc1,-1,-1.2,1.0,-4,0.1,-0.1,-2,-6,-1.5,6,-2.2
CCOC(=O)CCNC(=O)N1CCCC(CNS(=O)(=O)Cc2ccccc2)C1 (stereo unspecified),6,0.3,1.6,0,0.5,-1.5,0,1,-0.9,2,-0.3
CN1C(=O)[C@H]2[C@@H](/C=C/c3ccccc3)N3C(=O)CN(CCO)C(=O)[C@@]3(C)[C@H]2C1=O,9,-0.1,-0.3,2,1.9,0.8,1,5,-1.0,-5,2.9
COc1ccc(C(=O)c2oc3ccc(OC)cc3c2NC(C)=O)cc1,1,0.4,-0.1,16,0.3,3.4,3,1,-2.0,-6,-1.4
c1ccc(-c2nc3nc4ccccc4nc3n2CC2CCCO2)cc1 (stereo unspecified),-6,-0.5,-0.6,-5,0.8,1.5,4,13,-1.3,i,1.4
O=C(NCCCO)c1cc2c(cn1)[nH]c1ccccc12,-2,0.7,4.0,4,0.8,-0.4,-1,6,-0.9,-152,0.4
CCc1cc2c(SCC(=O)N(CC)c3c(N)n(Cc4ccccc4)c(=O)[nH]c3=O)ncnc2s1,-1,-0.4,0.1,2,-1.1,-1.4,0,-1,-1.3,-2,-2.1
CC(=O)CCC(=O)OCC(=O)c1ccc(C(F)(F)F)cc1,5,-0.1,-0.2,0,0.9,2.3,2,-4,-1.1,11,1.0
CCCCn1ccnc1C(=O)c1ccc(S(=O)(=O)N(CCOC)CCOC)cc1,-5,-0.6,-0.1,-1,-1.9,1.6,0,1,-0.8,-17,-0.8

# The list goes on.
Compound,NPR2 activator,DAX1 inh-1,DAX1 inh-2,NPR1 activator,hgDAF12 agonist,hcDAF12 agonist,SMARCA2 act,sPLA2-III inh,ssDAF-12 act,ADAM10 inh,FXN GAA850 act
N/C(=N/OC(=O)c1ccccc1Cl)c1nonc1N,-6,0.9,3.3,2,12*,0.0,8,-1,-0.5,-1,2.7
Cc1ccc(S(=O)(=O)N2CCC(C(=O)N[C@@H](C)C(=O)NCc3ccccc3)CC2)cc1,-9,-0.2,-1.8,2,1.9,-0.7,-3,9,-1.9,0,-3.3
COc1cccc(NC(=O)c2ccc3c(c2)OCCO3)c1,-3,2.1,-3.2,4,14*,11*,3,0,0.8,3,-0.8
CN1C(=O)[C@H]2[C@@H](C3CC3)N3C(=O)CN(CC4CC4)C(=O)[C@@]3(C)[C@H]2C1=O,6,0.3,1.0,1,-1.2,-0.9,0,5,-0.6,-7,-1.9
CC(C)CCNC(=O)c1onc(CSc2ccncc2)c1C(=O)NCCC(C)C,4,0.4,0.4,0,0.4,0.1,0,1,-1.1,1,2.4
COC(=O)c1ccc2c(=O)n(-c3ccc(OC)cc3)c(=S)[nH]c2c1,0,0.2,0.2,4,0.5,-0.8,-3,2,-1.5,-3,0.1
O=C(N1CCOCC1)N1CCN(c2ccccn2)CC1,-3,0.5,-0.7,-5,-0.6,-1.1,-1,-2,-0.8,-18,1.5
CN(C)CCCN(Cc1ccccc1)C(=S)Nc1ccc(SC(F)F)cc1,-4,0.4,1.4,0,-1.0,0.0,0,-3,-0.1,5,0.1
COc1cc(CC(NC(C)=O)C(=O)NC2CCN(C(=O)Nc3ccccc3Cl)CC2)cc(OC)c1 (stereo unspecified),-1,-0.2,1.0,-3,-1.5,1.2,0,-2,-1.0,0,-0.5
O=C(Nc1ccc(Cl)c(C(F)(F)F)c1)[C@@H]1CC=C[C@@H]2CCN(C3CC3)C(=O)[C@@H]21,2,-0.1,-0.2,0,-1.0,-0.1,1,-3,-1.1,4,-1.8
O=C(O)CCN1CCc2ccccc2C1c1cccs1 (stereo unspecified),0,-0.2,-0.2,2,-3.7,-0.6,0,9,-1.1,-7,0.8
COc1ccc(N(CC(=O)NCCSc2ccccc2)S(=O)(=O)c2ccccc2)c(OC)c1,-10,-1.5,-2.3,-15,-4.2,-0.2,-2,-9,-1.3,-3,-3.0

# (cont.)
Compound,NPR2 activator,DAX1 inh-1,DAX1 inh-2,NPR1 activator,hgDAF12 agonist,hcDAF12 agonist,SMARCA2 act,sPLA2-III inh,ssDAF-12 act,ADAM10 inh,FXN GAA850 act
c1ccc(Nc2nc(N3CCCCC3)nc(N3CCCCC3)n2)cc1,-11,-0.1,0.6,-4,0.4,-1.5,-5,14,-0.7,7,1.2
O=C(Nc1ccccc1N1CCCCC1)c1ccc(Cl)c([N+](=O)[O-])c1,5,0.4,2.8,-34,-4.9,-0.3,-2,4,-1.0,6,3.5
COc1cccc(C(C(=O)NC2CCCC2)N(Cc2ccc(C)cc2)C(=O)c2ccco2)c1OC (stereo unspecified),-10,0.8,1.0,-13,4.0,-1.3,-4,2,-0.5,11,-2.1
COc1ccc(Cl)cc1N1C(=O)C2CCCN2C1c1sccc1C (stereo unspecified),-7,0.2,1.7,-6,1.1,4.4,-2,-2,0.1,-1,-0.6
COc1ccc([C@H]2CC(=O)C=C(c3c(OC)cccc3OC)C2)cc1,2,-1.0,-1.6,0,1.0,-1.8,-1,0,-1.1,5,-3.8
O=C(CCNS(=O)(=O)c1ccccc1C(F)(F)F)N1CCN(c2ccccc2O)CC1,-1,-2.7,-0.6,-2,-3.0,-1.2,1,-10,-0.3,-4,-1.4
CC(=NN1CC(=O)NC1=O)c1ccc([N+](=O)[O-])o1,-2,-2.9,-0.9,-1,-1.9,-0.4,0,-2,-1.6,-13,-2.2
O=C(CSc1nnc(-c2cccs2)o1)Nc1cccc2ccccc12,2,-2.0,nt,3,-1.3,-1.1,-4,2,-1.5,-8,nt
CCc1c(C)n([O-])c2c([n+]1=O)CCC2,0,-0.3,0.1,-1,-0.2,-0.7,1,4,-0.4,7,0.1
CCn1c(SCC(=O)Nc2ccc3c(c2)OCO3)nc2c(c1=O)SC(C)C2 (stereo unspecified),1,-1.0,-1.5,2,-3.7,-2.0,-1,-1,-1.1,-10,0.2
COc1ccc(C(=O)Nc2cccc(C(C)=O)c2)cc1S(=O)(=O)N1CCOCC1,0,-0.5,-0.4,6,-0.6,-0.7,0,-1,-1.0,-4,-2.3
O=C(CSc1ccc(S(=O)(=O)N2CCCCC2)cn1)Nc1ccccc1Br,3,-0.9,-0.8,-5,-1.7,1.7,4,-5,-1.3,-4,4.0

# Remaining list, next part
Compound,NPR2 activator,DAX1 inh-1,DAX1 inh-2,NPR1 activator,hgDAF12 agonist,hcDAF12 agonist,SMARCA2 act,sPLA2-III inh,ssDAF-12 act,ADAM10 inh,FXN GAA850 act
Cc1cc(=O)oc(C)c1C(=O)Nc1c(C)n(C)n(-c2ccccc2)c1=O,0,0.3,1.4,0,2.5,-1.7,0,6,-0.9,-1,-1.5
Cc1c(C(=O)O/N=C(\N)c2ccccn2)cccc1[N+](=O)[O-],-1,1.6,2.4,2,17*,16*,4,0,3.0*,4,0.6
Cc1ccc(-n2c(C)cc(C)c(C#N)c2=O)cc1C,4,0.2,-0.7,3,-2.8,-1.8,0,-2,-1.9,-26,-0.5
CC(=O)Nc1ccc(S(=O)(=O)NCC(=O)OCc2ccccc2)cc1,-1,0.2,2.8,2,-0.8,0.6,-2,3,-0.6,0,-1.3
O=c1nc2ccccc2c(NS(=O)(=O)c2ccc(Cl)cc2)n1-c1ccccc1,-7,0.3,1.4,-7,1.1,-1.7,-2,0,-0.7,-17,1.3
CC(C)Cn1c(N)c(C(=O)COC(=O)C2=COCCO2)c(=O)n(C)c1=O,-1,0.0,-2.0,2,-1.7,-1.9,-2,-4,-0.9,-3,-2.0
CC(=O)NC(CC(=O)NCc1ccncc1)c1ccccc1 (stereo unspecified),4,-0.3,1.3,0,2.0,-1.0,-2,5,-1.3,-2,-0.3
O=c1ccc(C(F)(F)F)cn1Cc1cc(=O)n2ccsc2n1,8,-0.1,-1.6,-1,1.0,0.1,-3,9,-1.0,-5,2.2
Cc1nn(C)c(C)c1S(=O)(=O)N(CC(=O)Nc1ccc2c(c1)OCO2)c1ccc(C(C)C)cc1,3,-1.1,-0.6,1,-3.8,0.7,0,-3,-0.9,-6,-0.5
